Screening results as filed in PubChem.
A549 viability – Nrf2 qHTS screen for inhibitors: counterscreen for cytotoxicity. A549 ARE-Fluc cells, CellTiter-Fluor viability, 18-24 h. AID 504648, 2011. 0.16% of 390,000 active. Potency, µM (doses to about 46 µM), for inactives: at the top dose activity change, negative = cytotoxicity, actives largely listed as inhibitors; also: potency is read from the fitted curve at half-maximal effect; % is scaled to controls: 0 for no effect and ±100 for the full control effect
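Cytotoxicity counterscreen: CellTiter-Fluor fluorescence was measured in A549 ARE_Fluc cells after 18-24 h of compound exposure in a concentration series. The subsequent BugLite luminescent read reports ARE-luciferase activity.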
Nrf2 ARE act – qHTS of Nrf2 Activators | Potency, µM (highest dose often 46.1 µM), inactives show at the top dose activation, most hits filed as activators | AREc32 ARE-luciferase reporter (MCF7-derived line), luminescence, 24 h | 0.31% of 410,000 active; also: potency is read from the fitted curve at half-maximal effect; % of control where 0% means no effect; nearly all actives have a fitted effect of over 65% in size
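AREc32_Fluc, 1000 cells/well, OPTI-MEM + 5% FBS, o/n 37 deg C 5% CO2; 23 nL cpd by pin tool, 24 hr; Steady-Glo 30 min RT, luminescence.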
ATXN viability – Viability Counterscreen for Primary qHTS for Inhibitors of ATXN expression. AID 651635, 2014. 0.49% of 400,000 active. S2 cells (HEK-293 line with an ATXN2-luciferase reporter) viability, CellTiter-Fluor protease fluorescence, 24 h. Potency, µM (highest dose often 56.7 µM), most hits filed as cytotoxic; also: potency is read from the fitted curve at half-maximal effect; nearly all actives have a fitted effect of over 40% in size
MCF10A rereplic – A quantitative high throughput screen for small molecules that induce DNA re-replication in MCF 10a normal breast cells. MCF 10A DNA re-replication, Hoechst nuclear intensity, 48 h. Potency, µM (top dose mostly 46.1 µM), inactives show top-dose activity, positive = re-replication, most hits filed as activators. 2.9% of 350,000 active; also: potency is read from the fitted curve at half-maximal effect; % of control where 0% means no effect; nearly all actives have a fitted effect of over 50% in size
ATXN2 expr inh – Primary qHTS for Inhibitors of ATXN expression; HEK-293 ATXN2-luciferase reporter, luminescence, 24 h; Potency, µM (top dose mostly 57 µM), for inactives: at the highest dose activity change, negative = inhibition, most hits filed as inhibitors; 0.72% of 360,000 active; also: potency is read from the fitted curve at half-maximal effect; % is scaled to controls: 0 for no effect and ±100 for the full control effect; nearly all actives have a fitted effect of over 55% in size
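ATXN2-luciferase reporter cells (luciferase flanked by upstream and downstream ATXN2 gene portions) were treated 24 h at 37 °C with compounds at up to 57 uM. SteadyGlo luminescence gave expression; GF-AFC fluorescence gave viability.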
Nrf2 inh – Nrf2 qHTS screen for inhibitors | A549 ARE-Fluc reporter, luciferase luminescence, 18-24 h | Potency, µM (doses to about 46 µM), for the others: top-dose activity change, negative = inhibition, usual class: inhibitors | 2.1% of 360,000 active; also: potency is read from the fitted curve at half-maximal effect; % is scaled to controls: 0 for no effect and ±100 for the full control effect; nearly all actives have a fitted effect of over 60% in size
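Two sequential reads on A549 ARE_Fluc cells exposed to compound for 18-24 h: a CellTiter-Fluor fluorescence read for viability, then a luciferase luminescence read for Nrf2/ARE activity.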
HepG2 viability – qHTS for Inhibitors of TGF-b: Cytotox Counterscreen | AID 588856, 2011 | 0.76% of 410,000 active | HepG2 CAGA-GFP viability, ATP luminescence, 18 h | Potency, µM (series often up to 46.1 µM), inactives show at the top dose activity change, negative = cytotoxicity, most hits filed as cytotoxic; also: potency is read from the fitted curve at half-maximal effect; some results filed as inactive show a strong effect at the top dose
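HepG2 CAGA-GFP cells (1000/well, DMEM with 1% FBS) received compound, then TGF-beta at 500 pg/mL final, and were incubated 18 hours at 37 degrees C. Viability was read by CellTiter-Glo luminescence. Media-only wells were set as complete cell-killing and DMSO as no toxicity.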
IL1B secr inh – qHTS for Inhibitors of Inflammasome Signaling: IL-1-beta AlphaLISA Primary Screen; THP-1 LPS/ATP IL-1B secretion, AlphaLISA, 16 h; stronger effect = lower value; activity change, % at 57.5 µM; 4.7% of 360,000 active; AID 743279, 2014; in the data active = activity change below about -50%; inconclusive = mostly about -30% to -49%; also: % is scaled to controls: 0 for no effect and ±100 for the full control effect
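THP-1 cells pretreated 1 hr with compounds (up to 57.5 uM final), then stimulated with LPS (250 ng/mL final) plus ATP (1.25 mM final); secreted IL-1B measured by AlphaLISA after 16 hr, decreased signal indicating inhibition.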
TGFb inhibitor – qHTS for Inhibitors of TGF-b. HepG2 CAGA-GFP TGF-b/SMAD3 reporter, GFP fluorescence, 18 h; TGF-beta stimulated, 500 pg/mL final. Potency, µM (series often up to 46.1 µM), without a hit: top-dose activity, negative = inhibition, usual class: inhibitors. 1.2% of 410,000 active. AID 588855, 2011; also: potency is read from the fitted curve at half-maximal effect; % is scaled to controls: 0 for no effect and ±100 for the full control effect; nearly all actives have a fitted effect of over 65% in size
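Inhibition of TGF-beta-driven CAGA-GFP reporter expression in HEPG2 cells is measured by cellular GFP fluorescence after 18 h stimulation with 500 pg/mL recombinant TGF-beta in 1% FBS medium at 37 degrees C.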
Starred values were filed as active, the others as inactive; i = inactive; ? = inconclusive; nt = not tested or not shown; [ ] = remark or other dose. Unless noted, calls follow the shape of the dose curve; as a rule, active = well fitted curve in the direction sought with a large enough effect; inconclusive = small, poorly fitted or top-dose-only effect, or another doubt; inactive = no such curve, though single readings can be large; an effect the other way counts as inactive or inconclusive.

SMILES	A549 viability	Nrf2 ARE act	ATXN viability	MCF10A rereplic	ATXN2 expr inh	Nrf2 inh	HepG2 viability	IL1B secr inh	TGFb inhibitor
C/C=C/Cn1c(SCc2ccccc2)nc2c1c(=O)[nH]c(=O)n2C	4%	2.0%	i	4%	1%	-2%	-22%	1	10%
CCOC(=O)C(Oc1ccc(=O)[nH]n1)C(C)=O (stereo not given)	-4%	2.9%	i	3%	-15%	-1%	-25%	16	4%
CC(C)CCn1c(=O)c2ccccc2n2c(CCl)nnc12	3%	22%	?	?	?	-22%	-3%	nt	3%
N#Cc1c(N2CCN(C(=O)c3ccco3)CC2)nc(-c2ccccc2)c2c1CCCC2	?	3.9%	?	7%	?	18µM*	-2%	-52*	?
COc1ccc(-c2nc3ccc(Br)cn3c2Cc2ccccc2)cc1OC	nt	0.5%	?	nt	-19%	nt	-3%	-11	?
CCN(c1ccccc1)S(=O)(=O)c1ccc(Cl)nc1	-1%	0.4%	i	?	nt	19%	7%	0	0%
O=C1c2ccc([N+](=O)[O-])cc2C(=O)N1c1ccc([N+](=O)[O-])cn1	-10%	-0.8%	i	-1%	nt	11%	7%	27	18%
O=C(c1c(F)cccc1F)N1CCN(c2ncc(Br)cn2)CC1	13%	3.1%	i	5%	-14%	-16%	-16%	-9	-17%
CCOc1ccc(NC(=O)Cn2c(=O)n(-c3ccc(C)cc3)c(=O)c3cc(OC)c(OC)cc32)cc1	-5%	-0.6%	i	nt	7%	0%	-1%	nt	14%
CCc1ccc(NC(=O)Cn2c(=O)n(-c3cc(C)cc(C)c3)c(=O)c3oc4ccccc4c32)cc1	0%	0.2%	nt	nt	nt	-13%	-18%	nt	-15%
COC(=O)c1ccc(CSc2nc3c(cnn3-c3ccccc3)c(=O)[nH]2)o1	-6%	1.0%	i	-8%	-4%	-20%	-13%	42	-3%
C/C(=N\NC(=O)c1ccccc1)c1ccccc1F	8%	1.8%	i	4%	73%[activator]	?	13%	-7	20%
CC(=NNC(=O)c1ccncc1)c1cc(Cl)ccc1Cl	-4%	-0.3%	i	7%	-11%	-9%	-4%	-5	23%
CC(C)(C)OC(=O)n1cc(/C=N/NC(=O)c2ccco2)c2ccccc21	-12%	4.8%	i	-3%	14%	15%	-1%	-60*	-7%
CN(Cc1nc(-c2ccccn2)no1)S(=O)(=O)c1ccc(Br)cc1	4%	0.3%	i	-1%	2%	-7%	-14%	0	6%
O=C(Cn1c2c(c(=O)n3ncnc13)CCC2)N/N=C/c1cccs1	-6%	-0.1%	i	1%	nt	-10%	11%	15	20%
Cc1cccc(-c2nc3c4c(-c5ccccc5)c(-c5ccccc5)oc4ncn3n2)c1	0%	0.4%	i	nt	-9%	4%	-5%	nt	9%
O=C(CN1CCN(S(=O)(=O)N2CCCCC2)CC1)Nc1cc(Cl)ccc1Cl	-1%	-0.6%	i	?	-20%	-11%	13%	37	10%
COCCN(C(=O)c1ccc2c(c1)C(=O)N(c1ccccc1Cl)C2=O)c1c(N)n(CC(C)C)c(=O)[nH]c1=O	0%	-0.3%	i	2%	2%	6%	2%	8	-1%
CCC(C)C(=O)Nc1nnc(SCC(=O)NC2CCCCC2)s1 (stereo not given)	?	-1.0%	i	-14%	-12%	?	-15%	2	11%
COCCNC(=O)C1(C)CCCN(Cc2cc(C(F)(F)F)ccc2Cl)C1 (stereo not given)	nt	0.7%	i	nt	-5%	nt	-17%	15	-16%
CC(=O)c1ccc(N2CCN(C(=O)CCS(=O)(=O)c3ccc4c(c3)oc(=O)n4C)CC2)cc1	5%	0.1%	i	nt	-1%	9%	18%	nt	4%
CCCNC(=O)C1(C)CCN(C(=O)C2(c3ccc(Cl)cc3)CCCC2)C1 (stereo not given)	nt	-0.9%	i	nt	-1%	nt	-10%	-14	-8%
CCc1ccc(/C=C2/C(=O)N(CC)C(=S)N2C)s1	-2%	2.2%	i	29%	4%	-16%	-22%	18	?
COc1cccc(CN2CCNC(=O)C2CC(=O)N(C)CCc2ccccn2)c1 (stereo not given)	5%	-0.7%	i	11%	-24%	5%	-1%	10	-7%

Following part:
SMILES	A549 viability	Nrf2 ARE act	ATXN viability	MCF10A rereplic	ATXN2 expr inh	Nrf2 inh	HepG2 viability	IL1B secr inh	TGFb inhibitor
CCOc1ccccc1-c1nnc(SCC(=O)Nc2ccccc2)o1	9%	14%	i	-1%	?	nt	3%	35	11%
CCN(C(=O)COC(=O)CCS(=O)(=O)c1ccc(C)cc1)C1CCS(=O)(=O)C1 (stereo not given)	3%	2.8%	i	4%	4%	4%	0%	i	3%
CCN(CC)C(=O)c1nc[nH]c1C(=O)N(C)Cc1ccccc1	-1%	-0.4%	i	2%	11%	0%	-1%	22	?
COc1cccc(CNC(=O)Cn2ncn3cccc3c2=O)c1OC	4%	-0.7%	i	2%	67%[activator]	?	2%	2	0%
O=C(CSc1nnc(COc2ccccc2)o1)Nc1nccs1	-2%	1.0%	i	10%	8%	11%	-18%	13	?
O=CN(/C=C1\Sc2ccccc2C1=O)Cc1ccccc1	-10%	22%	?	?	37%[activator]	4%	-21%	13	-48%
Cc1cc2c(cc(C(=O)NCCCN3CCOCC3)n2Cc2ccc(Cl)cc2)o1	-9%[1.84 µM]	2.9%	i	23µM*	-30%	-1%	-29%	-3	?
CC(OC(=O)CCCOc1ccccc1)C(=O)NC(N)=O (stereo not given)	-3%	0.3%	i	0%	1%	8%	-4%	-3	0%
CCC(c1nnnn1CCOC)N1CCN(c2cccc(C(F)(F)F)c2)CC1 (stereo not given)	2%	-0.5%	i	?	-12%	nt	-2%	8	1%
CN1CCN(C2CN(C3CCCCC3)S(=O)(=O)C2)CC1 (stereo not given)	nt	0.6%	i	nt	4%	nt	-6%	106	-10%
C=CCOc1c(Br)cc(/C=N\n2nnnc2N)cc1OC	4%	2.3%	i	-1%	-5%	-21%	-18%	0	0%
CN(C)CCNC(=O)COc1ccc(C23CC4CC(CC(C4)C2)C3)cc1	1%	2.5%	i	16µM*	-17%	?	-89%	-59*	?
CCOc1ccccc1C(=O)Nc1cccc2ccccc12	10%	-0.5%	i	14%	-3%	8%	3%	-4	1%
COc1ccc(C(=O)N2CCC2(C)C(=O)NC(C)C)cc1 (stereo not given)	nt	-1.3%[9.22 µM]	i	nt	1%	nt	-74%	8	27%
[O-][n+]1onc2c1C(N1CCOCC1)CCC2N1CCOCC1 (stereo not given)	2%	-1.5%	i	5%	-5%	nt	17%	-5	31%
COc1cccc(CNC(=O)C2CCC(CNS(=O)(=O)c3cccc4cccnc34)CC2)c1 (stereo not given)	-23%	0.1%	i	-2%	nt	-14%	1%	-11	-1%
O=C(CN1C(=O)NC2(CCCCCC2)C1=O)NC1CCCCCCC1	0%	0.1%	i	5%	nt	0%	-6%	0	13%
CCOC(=O)Cn1c(-c2ccccc2)ccc(C#N)c1=O	-1%	11%	i	-18%	-8%	12%	0%	3	0%
CSCCC(NS(=O)(=O)c1ccccc1F)C(=O)OCc1ccccc1Cl (stereo not given)	6%	-0.5%	i	?	-1%	-7%	11%	3	9%
Cc1ccc(NC(=O)CN(C)C(=O)CCC(=O)N2CCOCC2)cc1	-11%	-0.2%	i	-2%	5%	14%	-5%	-3	13%
Cc1ccc(S(=O)(=O)N(CC(=O)NCc2ccncc2)Cc2ccc(F)cc2)cc1	11%	0.4%	i	1%	-19%	-7%	-39%	-13	?
N#Cc1c(-n2ncnc2-c2cccc(Cl)c2)sc2c1CCCCC2	1%	-0.2%	i	nt	16%	?	2%	nt	1%
CCN(CC)CCNC1=CC(=O)OC12CCCCC2	2%	-0.1%	i	3%	-10%	nt	-29%	-9	15%
COc1cc(/C=N/Nc2cccc(C)c2)cc(Br)c1O	-2%	11%	i	22%	3%	17%	0%	-22	0%
N#Cc1ccccc1NC(=O)COC(=O)c1ccc(S(=O)(=O)N2CCCC2)cc1	10%	-0.1%	i	4%	2%	11%	3%	38	4%

Next part.
SMILES	A549 viability	Nrf2 ARE act	ATXN viability	MCF10A rereplic	ATXN2 expr inh	Nrf2 inh	HepG2 viability	IL1B secr inh	TGFb inhibitor
Cc1cccc(N=NC(=S)NNc2cccc(C)c2)c1	-8%	8.4%	?	2%	80%[activator]	?	4%	-29	19%
O=C(CCc1nnc2ccc(N3CCCCC3)nn12)NCC1CCN(Cc2ccc(F)cc2)CC1	3%	0.3%	i	0%	15%	8%	-5%	?	-19%
O=C(CN1CCN(c2ccccc2F)CC1)N1N=CCC1c1ccccc1 (stereo not given)	-12%	-0.5%	i	8%	nt	11%	9%	-6	0%
CC(=O)N1CCc2ccc(NC(=O)c3c(-c4c(Cl)cccc4Cl)noc3C)cc21	0%	0.1%	i	12%	-17%	-3%	10%	35	-2%
O=C(CO/N=C/c1ccc(OC(F)F)cc1)N1CCc2ccccc21	0%	2.4%	i	?	-19%	-19%	5%	-3	-4%
Cc1cc(C)cc(C(=O)Nc2cccc(NC(=O)c3ccco3)c2)c1	-14%	-0.2%	i	0%	?	?	-5%	0	0%
O=C(c1ccc(C(F)(F)F)cc1)C1CCCN(C(=O)CN2C(=O)CSC2=O)C1 (stereo not given)	7%	0.8%	i	-3%	26%	?	-11%	-5	-18%

4 structures from above, ordered by length of the SMILES, rising.
SMILES	A549 viability	Nrf2 ARE act	ATXN viability	MCF10A rereplic	ATXN2 expr inh	Nrf2 inh	HepG2 viability	IL1B secr inh	TGFb inhibitor
Cc1cccc(N=NC(=S)NNc2cccc(C)c2)c1	-8%	8.4%	?	2%	80%[activator]	?	4%	-29	19%
Cc1cc(C)cc(C(=O)Nc2cccc(NC(=O)c3ccco3)c2)c1	-14%	-0.2%	i	0%	?	?	-5%	0	0%
CC(=O)N1CCc2ccc(NC(=O)c3c(-c4c(Cl)cccc4Cl)noc3C)cc21	0%	0.1%	i	12%	-17%	-3%	10%	35	-2%
O=C(CCc1nnc2ccc(N3CCCCC3)nn12)NCC1CCN(Cc2ccc(F)cc2)CC1	3%	0.3%	i	0%	15%	8%	-5%	?	-19%
